# Screens: PubChem, several laboratories
# West Nile virus CPE = West Nile virus antiviral activity, cell-based, CPE readout (AID 1621); 0.02% of 290,000 active; CPE inhibition, % at 10 µM, or IC50 in µM where a hit was titrated; West Nile virus-infected cells, CPE inhibition; higher % means a stronger effect; in the data active = a potency from the dose series; note: strong numbers were not always called active
# T cell modulator = modulators of CD8 T cell-vesicle binding, primary screen, mouse 2C CD8+ T cells, flow cytometry; 2C CD8+ T cell-vesicle binding; active compounds read low; calls only at 7 µM; 0.068% of 330,000 active;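 active = response, share of CD8 T cells binding vesicles, and their 90th percentile fluorescence all below set limits, cut at about 80% in these data, passing the limit was not always enough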
#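 Incubation: binding step 1.5 h, 37 °C, antibody labelling 20 min, ice; system: murine 2C transgenic CD8+ T lymphocytes; technique: cytometric PE anti-B7-1 and Alexa647 anti-CD8 signals after 1% paraformaldehyde fixation; also added: QL9-charged Drosophila Ld/ICAM-1/B7-1 vesicles; control set: naked versus QL9-loaded vesicles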
# Ins promoter up = insulin promoter activators in MIN6 cells, imaging, high-content screening, mouse beta cells; MIN6 insulin promoter-GFP reporter; active compounds read high; z-score at 5 µM; 0.3% of 190,000 active;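 active = z-score above 3 at 5 µM with at least 500 cells counted in the well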
# WT yeast gro inh = growth inhibition of WT strain, primary screen, mitochondrial fusion inhibitor project, WT and mutant strains, chemical genetic. mitochondrial fusion phenotypic screen. 2.1% of 190,000 active. inhibition, % at 10 µM; in the data active = inhibition above about 58%; tested in S. cerevisiae
# Myeloid diff MLP = induction of myeloid progenitor differentiation, primary screen, cell-based, flow cytometry, MLPCN library. ER-HoxA9 myeloid progenitors, lysozyme-GFP differentiation. calls only at 10 µM. 1% of 360,000 active. AID 624256, 2012;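 active = normalized GFP-positive differentiation at or above the plate's own cutoff, the solvent-only control mean plus 3 SD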;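 note: cells exposed to compound for four days before flow analysis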
# b-catenin transl = modulators of beta-catenin nuclear translocation, primary screen, imaging, HeLa cells, immunofluorescence, high-content. nuclear translocation activity, % at 5 µM. 0.3% of 190,000 active. AID 1665, 2009;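 active = nuclear translocation activity above 50% at 5 µM, with a well cell count of 50 or more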;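 note: per-cell ratio of nuclear to cytoplasmic median beta-catenin stain intensity; plate controls were DMSO negative control for no effect and GSK-3 inhibitor IX positive control for full effect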
#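 Test system: human HeLa cell line; Doses: 5 µM primary, 0.02–20 µM confirmation; Incubation: 24 h compound exposure, 37°C; Detection: beta-catenin immunofluorescence imaging with DAPI; Read-out: beta-catenin nuclear/cytoplasmic ratio, % activation.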
# MT stabilize HCS = microtubule stabilizers in HeLa cells, primary screen, imaging, high-content imaging; HeLa tubulin immunostaining HCS, 24 h; share of cells brighter than vehicle mean+2SD; % tubulin-high responders, % at 10 µM; 0.83% of 200,000 active;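 active = plate Z-score above 3 for both tubulin-high and condensed-nucleus cell shares, with cell loss under 80%, at 10 µM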;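 note: anti alpha tubulin signal scored within the nucleus-defined area of each cell; some results filed as inactive read as strong as hits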
# Autophagy HCS = autophagy modulators in MEF cells, primary screen, imaging, high-content, MEF GFP-LC3; MEF GFP-LC3 puncta imaging; test concentration mostly 10 µM; calls only at 10 µM (by protocol); 0.98% of 190,000 active;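 active = percentage of spot-positive cells more than 3 SD above its plate mean, without a fluorescence outlier flag or 80% toxicity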;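 note: spot-positive cell cutoff set from DMSO-treated cells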
# Lipid droplet = inhibitors of hepatocyte lipid droplet formation, primary screen, imaging, high-throughput imaging, BODIPY stain; AML12 mouse hepatocytes, oleate lipid droplets; inhibition, % at 6.5 µM; 0.4% of 240,000 active;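 active = lipid droplet intensity inhibited by at least 50%, with more than 500 cells counted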
#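 Assay system: AML12 hepatocytes (mouse); Probe or stimulus: oleic acid at 100 µM to induce lipid droplet formation; Dosing: compound at 6.5 µM only; Schedule: compound with oleate, overnight; Detection: fluorescence imaging, 20x objective, two fields per well; Measure: % inhibition of lipid droplet signal.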
# WT yeast gro inh mutant strain = second read-out of WT yeast gro inh, no call of its own (marks repeat the call); inhibition, %; mitochondrial fusion phenotypic screen, mutant strain inhibition
# Ins promoter up cell count = further read-out of Ins promoter up, marked with its call; cell count; measured here: cytotoxicity, nuclei count;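 total cells summed across four imaged fields per well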
# Lipid droplet cells 6.5 µM = also measured in Lipid droplet; calls as there; cell count; measured here: cell count, cytotoxicity flag;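 cells counted across two imaged fields per well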
# b-catenin transl cell count 5 µM = also measured in b-catenin transl; calls as there; cell count; measured here: cell count, cytotoxicity flag
# T cell modulator vesicle-bound % = also measured in T cell modulator; calls as there; double positive events, %; measured here: CD8+ vesicle-bound cell fraction;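 binding gate set so that unloaded-vesicle control wells show 10% double positive cells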
# MT stabilize HCS Hoechst-high % = second read-out of MT stabilize HCS, no call of its own (marks repeat the call); % Hoechst-high responders; measured here: nuclear condensation Hoechst responders;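 share of cells brighter than vehicle mean plus two SD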
# MT stabilize HCS cytotoxicity % = further read-out of MT stabilize HCS, marked with its call; toxicity, %; measured here: cytotoxicity by cell density;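 0% = mean cell density of plate MIN control wells and 100% = no cells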
# Autophagy HCS cell loss 18 h = second read-out of Autophagy HCS, no call of its own (marks repeat the call); toxicity, %; measured here: cell loss, nuclei count;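 cell loss after 18 h compound exposure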
# Myeloid diff MLP GFP+ MAC1+ % = also measured in Myeloid diff MLP; calls as there; GFP+ MAC1+ double positive, %; measured here: differentiation confirmed by MAC1 staining
# * marks the source's active call; other numbers are inactive results; i = inactive; · = not tested or not shown; + = active, no number.
SMILES,West Nile virus CPE,T cell modulator,T cell modulator vesicle-bound %,Ins promoter up,Ins promoter up cell count,WT yeast gro inh,WT yeast gro inh mutant strain,Myeloid diff MLP,Myeloid diff MLP GFP+ MAC1+ %,b-catenin transl,b-catenin transl cell count 5 µM,MT stabilize HCS,MT stabilize HCS Hoechst-high %,MT stabilize HCS cytotoxicity %,Autophagy HCS,Autophagy HCS cell loss 18 h,Lipid droplet,Lipid droplet cells 6.5 µM
N#Cc1cccc(NC(=O)COC(=O)c2cccc(N3C(=O)c4ccccc4C3=O)c2)c1,-0.2%,i,48,-0.05,1084,9,-14,i,0.2,-1.3,478,2.5,1.8,7.9,i,-54,15,745
COc1ccc(OCC(=O)Nc2c3c(nn2C(C)(C)C)CS(=O)(=O)C3)cc1,1.2%,i,10,·,·,·,·,+,8.8*,·,·,·,·,·,·,·,-14,585
COc1ccccc1CNS(=O)(=O)c1cc(CN2C(=O)c3cccnc3C2=O)ccc1OC,0.5%,i,48,·,·,·,·,i,0.0,·,·,·,·,·,·,·,2,681
CCOC(=O)c1ccc(NS(=O)C23CC4CC(CC(C4)C2)C3)cc1 (stereo unspecified),0.3%,i,16,-0.91,1429,-3,-18,i,8.0,0.0,1169,4.0,26,98,i,5,24,701
O=C(Nc1ccccc1)OCc1cncs1,-0.3%,i,24,0.58,1689,-3,5,i,0.3,-1.3,1043,1.5,1.8,6.2,i,12,1,676
Cc1cc2ccccc2c(=O)n1CC(=O)N1CCN(c2cccc(Cl)c2)CC1,0.1%,i,22,0.77,753,-33,-21,i,1.0,-1.2,1118,2.6,0.4,10,i,4,2,714
NC1=NC(c2ccc(Cl)cc2)C(C(=O)c2ccccc2)N1 (stereo unspecified),-0.1%,i,28,-0.08,959,·,·,i,0.8,-1.1,1294,·,·,·,·,·,-1,757
COc1ccc(C(=O)C2CCCN(Cc3ccc(Sc4nncn4C)o3)C2)cc1F (stereo unspecified),-1.1%,i,66,·,·,7,-7,i,0.1,0.2,1583,2.3,2.7,3.9,i,-3,-2,593
O=C(c1ccccc1)c1nn(-c2cccc(Cl)c2)ccc1=O,0.1%,i,42,-0.1,922,·,·,i,1.0,1.7,1275,·,·,·,·,·,3,739
O=C(Nc1cccc(S(=O)(=O)N2CCCCC2)c1)C1CC(=O)N(c2ccc3c(c2)OCCO3)C1 (stereo unspecified),-0.8%,i,16,·,·,·,·,i,0.0,·,·,·,·,·,·,·,-7,695
CCCOc1ccc(-c2c(C(=O)N/N=C/c3cccnc3)nnn2-c2nonc2N)cc1,-0.1%,i,36,·,·,·,·,i,1.1,·,·,·,·,·,·,·,-13,736
Cc1ccc(C(=O)N2C(=O)c3cccc(N)c3C2=O)o1,0.3%,i,33,1.4,1324,·,·,i,0.5,-0.6,1321,·,·,·,·,·,21,734
COc1ccc(CN2CCCC(CO)(Cc3cccc(Cl)c3)C2)cc1OC (stereo unspecified),-1.1%,i,60,·,·,·,·,i,0.4,·,·,·,·,·,·,·,8,831
CN(C)c1cc(C(F)(F)F)nc(-c2ccccn2)n1,-0.4%,i,21,-1.2,1796,-11,3,i,2.5,0.3,1086,1.4,1.4,8.0,i,0,4,606
Cc1ccc(Sc2nc(C)cc(C)c2S(C)(=O)=O)cc1,-0.3%,i,62,0.35,1688,-15,-22,i,0.9,0.7,1323,2.9,1.1,6.6,i,0,·,·
CCC(=O)NC(Nc1ccccn1)(C(=O)OC)C(F)(F)F (stereo unspecified),0.3%,i,44,-0.08,1257,-2,-5,i,0.7,-4.7,595,2.7,1.3,11,i,10,2,760
Cc1ccsc1/C=N/N=C/c1sccc1C,-0.6%,i,18,·,·,·,·,i,0.3,·,·,·,·,·,·,·,7,812
O=C(Nc1ccc(F)cc1F)Nc1ccccc1C(=O)NCCN1CCNC1=O,0.1%,i,22,-0.37,1463,·,·,i,0.7,2.2,1291,·,·,·,·,·,0,689
Cc1oc(C2CC2)cc1C(=O)O,-0.4%,i,55,-0.41,1193,-9,5,i,1.7,-7.5,1013,2.1,1.3,5.0,i,-6,·,·
S=C(c1ccc(-c2ccc(Cl)c(Cl)c2)o1)N1CCOCC1,-0.8%,i,47,0,1291,24,23,i,5.5,0.0,1003,2.6,1.4,4.5,i,-6,14,738
COc1cccc(NC(=O)CSCc2cc(=O)n3nc(C4CC4)sc3n2)c1,-0.4%,i,34,·,·,·,·,i,3.2,·,·,·,·,·,·,·,-2,618
Cc1cc(C)n2nc(CNS(=O)(=O)c3ccc(CC(C)C)cc3)nc2n1,-0.6%,i,23,·,·,·,·,i,1.8,·,·,·,·,·,·,·,-18,807
Cn1c(=O)c2[nH]c(N3CCOCC3)nc2n(-c2ccccc2)c1=O,0.4%,i,20,0.09,1151,2,2,i,1.1,-2.0,1162,4.3,3.0,4.2,i,-3,2,766
CC(=O)c1ccccc1OC(=O)COc1ccc(Cl)cc1C,0.4%,i,45,0.42,1716,32,30,·,·,-1.6,1037,2.9,1.6,1.2,i,25,0,670
Cc1cc(C)c(OCC(=O)Nc2ccccc2N2CCOCC2)c(C)c1,1.4%,i,11,0.47,1039,48,12,i,12,-4.5,1029,3.4,3.0,1.3,i,-12,·,·
CCOC(=O)c1c(-c2ccc(OC)cc2)csc1/N=C/C1=C(O)CCCC1=O,0.1%,i,38,-0.07,1325,60*,5.2*,i,0.3,-1.3,994,5.4,2.6,11,i,3,-16,705
Cc1ccc(OCC(=O)Nn2cnc3ccccc32)cc1,-0.2%,i,51,-0.11,1559,-38,4,i,1.4,-1.6,1240,1.8,1.9,8.6,i,15,·,·
CCCCC(c1nnnn1Cc1ccco1)N1CCN(c2nc3ccccc3s2)CC1 (stereo unspecified),1.1%,i,24,-2.5,1000,13,4,i,0.6,-4.9,965,5.4,1.6,6.7,i,-10,·,·
CCC(C)(C)c1ccc(Oc2cccc(C(=O)O)c2)cc1,0.1%,i,48,0.16,1365,·,·,i,2.6,-1.8,1165,·,·,·,·,·,6,712
COc1cc(S(=O)(=O)NCc2ccccc2Cl)ccc1-n1cnnn1,-0.4%,i,17,·,·,·,·,i,0.4,·,·,·,·,·,·,·,-4,498
O=C(Nc1ccc(S(=O)(=O)N2CCOCC2)cc1)c1cc(S(=O)(=O)N2CCOCC2)ccc1Cl,-1.1%,i,28,·,·,·,·,i,1.1,·,·,·,·,·,·,·,5,662
CN1CCN(CCCNC(=O)c2cc3c(-c4ccc(Cl)cc4)nn(C)c3s2)CC1,-2.1%,i,37,-1.3,951,13,1,i,6.5,·,·,3.7,5.3,0.3,+,6.7*,·,·
CCOC(=O)c1[nH]c(C)c(C(=O)OCC(=O)N2CC(=O)Nc3ccccc32)c1C,-0.2%,i,52,1.1,1441,2,-2,i,0.4,-2.1,1064,2.3,1.8,6.7,i,8,-4,657
CCOC(=O)c1sc2nc(C)nc(N3CCCCC3C)c2c1C (stereo unspecified),·,i,30,·,·,47,-17,i,0.0,·,·,2.8,4.2,7.6,i,1,2,757
COC(=O)c1c(NC(=O)c2cccc(N3C(=O)CCC3=O)c2)sc2c1CCN(C(C)=O)C2,-0.5%,i,23,·,·,·,·,i,1.3,·,·,·,·,·,·,·,-2,732

# By substructure, the entries above with a thiophene ring, fused or not.
SMILES,West Nile virus CPE,T cell modulator,T cell modulator vesicle-bound %,Ins promoter up,Ins promoter up cell count,WT yeast gro inh,WT yeast gro inh mutant strain,Myeloid diff MLP,Myeloid diff MLP GFP+ MAC1+ %,b-catenin transl,b-catenin transl cell count 5 µM,MT stabilize HCS,MT stabilize HCS Hoechst-high %,MT stabilize HCS cytotoxicity %,Autophagy HCS,Autophagy HCS cell loss 18 h,Lipid droplet,Lipid droplet cells 6.5 µM
Cc1ccsc1/C=N/N=C/c1sccc1C,-0.6%,i,18,·,·,·,·,i,0.3,·,·,·,·,·,·,·,7,812
CCOC(=O)c1c(-c2ccc(OC)cc2)csc1/N=C/C1=C(O)CCCC1=O,0.1%,i,38,-0.07,1325,60*,5.2*,i,0.3,-1.3,994,5.4,2.6,11,i,3,-16,705
CN1CCN(CCCNC(=O)c2cc3c(-c4ccc(Cl)cc4)nn(C)c3s2)CC1,-2.1%,i,37,-1.3,951,13,1,i,6.5,·,·,3.7,5.3,0.3,+,6.7*,·,·
CCOC(=O)c1sc2nc(C)nc(N3CCCCC3C)c2c1C (stereo unspecified),·,i,30,·,·,47,-17,i,0.0,·,·,2.8,4.2,7.6,i,1,2,757
COC(=O)c1c(NC(=O)c2cccc(N3C(=O)CCC3=O)c2)sc2c1CCN(C(C)=O)C2,-0.5%,i,23,·,·,·,·,i,1.3,·,·,·,·,·,·,·,-2,732
